Screening data deposited in PubChem BioAssay by National Center for Advancing Translational Sciences (NCATS).
LmPK inh – LmPK (Leishmania mexicana) enzyme inhibition. purified LmPK, Kinase-Glo ATP luminescence, 1 h. Potency, µM (highest dose often 57.5 µM), for inactives: at the top dose activity change, negative = inhibition, actives largely listed as inhibitors. 290,000 compounds, 0.37% hits. AID 1721; also: potency is read from the fitted curve at half-maximal effect; % is scaled to controls: 0 for no effect and ±100 for the full control effect
Target sequence (Q27686 whole entry, looked up): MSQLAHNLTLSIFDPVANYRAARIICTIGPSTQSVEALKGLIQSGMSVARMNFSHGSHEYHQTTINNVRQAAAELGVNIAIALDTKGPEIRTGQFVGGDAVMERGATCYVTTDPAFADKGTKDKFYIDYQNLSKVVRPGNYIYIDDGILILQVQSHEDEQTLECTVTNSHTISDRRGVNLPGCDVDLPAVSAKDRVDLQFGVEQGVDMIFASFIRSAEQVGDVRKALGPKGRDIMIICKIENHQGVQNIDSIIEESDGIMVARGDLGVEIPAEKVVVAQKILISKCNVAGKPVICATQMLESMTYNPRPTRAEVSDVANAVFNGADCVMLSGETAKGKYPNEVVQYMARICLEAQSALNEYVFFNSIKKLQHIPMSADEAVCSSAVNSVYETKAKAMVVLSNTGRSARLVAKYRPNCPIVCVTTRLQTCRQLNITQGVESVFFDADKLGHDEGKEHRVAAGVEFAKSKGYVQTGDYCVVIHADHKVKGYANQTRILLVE
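Purified LmPK (0.1 nM) converted ADP (0.1 mM) to ATP with PEP (0.5 mM) in imidazole buffer pH 7.2 with KCl and MgCl2, 1 h at room temperature. ATP was read by Kinase-Glo luminescence; data normalized to uninhibited and no-enzyme controls.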
Pf growth 48h – P. falciparum growth inhibition at 48 hours (one generation) | P. falciparum luciferase growth in erythrocytes, 48 h | Potency, µM (doses to about 28.7 µM), inactives show at the top dose activity change, negative = inhibition, actives largely listed as inhibitors | 310,000 compounds, 5.9% hits; also: potency is read from the fitted curve at half-maximal effect; % is scaled to controls: 0 for no effect and ±100 for the full control effect
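Here the parasites carry a stable luciferase gene and grow inside erythrocytes in Albumax-based RPMI medium with compound for one erythrocytic cycle. Activity is scored as loss of luminescent signal.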
AMA1-RON2 inh – disrupts binding of P. falciparum AMA1 to RON2. 360,000 compounds, 0.2% hits. AlphaScreen AMA1-biotinylated RON2 peptide binding. Potency, µM (doses to about 58.2 µM), for inactives: at the highest dose activity change, negative = inhibition, usual class: inhibitors. AID 720542;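 also: potency is read from the fitted curve at half-maximal effect; 0% = vehicle wells and -100% = peptide control; nearly all actives have a fitted effect of over 45% in size; some results filed as inactive show a strong effect at the top dose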
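AMA1 (3D7) with his tag at 25 nM final met compounds first, then biotinylated RON2 peptide at 25 nM; detection used donor plus acceptor beads, 10 µg/mL apiece, read by AlphaScreen after 30 min at room temperature.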
Cycloheximide cs – counter-screen hit for Shiga toxin inhibitors, cycloheximide; cell reporter, cycloheximide protein synthesis inhibition counterscreen; max response, %; AID 2314; 300,000 compounds, 12% hits; in the data active = max response mostly above about 13%, no sharp cut-off; inactive = mostly below about 14%; also: read at 38.3 µM for the half of the compounds with a filed dose; 0% is about no effect
Tb PYK inh – inhibitors of Trypanosoma brucei pyruvate kinase; Q57TT1; TbPYK enzyme, Kinase-Glo Plus ATP luminescence, 45 min; Potency, µM (highest dose often 76.8 µM), for the others: top-dose activity, negative = inhibition, most hits filed as inhibitors; 410,000 compounds, 0.12% hits; also: potency is read from the fitted curve at half-maximal effect; % is scaled to controls: 0 for no effect and ±100 for the full control effect; nearly all actives have a fitted effect of over 50% in size
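Readout: single end-point luminescence (Kinase-Glo Plus, 10 min). Reaction conditions were TbPYK/substrate plus 130 uM ADP, 45 min at RT, pH 7.2 TEA buffer. No-enzyme wells served as controls, and data were normalized before concentration-response fitting.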
Pf growth 96h – P. falciparum growth inhibition at 96 hour, primary screen for plastid delayed-death inhibitors. 320,000 compounds, 6.9% hits. P. falciparum luciferase reporter growth, 96 h. Potency, µM (titrated, usually from 28.7 µM), for inactives: top-dose activity change, negative = inhibition, usual class: inhibitors; also: potency is read from the fitted curve at half-maximal effect; % is scaled to controls: 0 for no effect and ±100 for the full control effect
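P. falciparum expressing integrated firefly luciferase, in erythrocytes at 2% hematocrit, 0.05% parasitemia, incubated with compounds 96 h at 37 C, 5% CO2. Growth inhibition read as loss of luminescence; two-generation exposure targets delayed-death apicoplast inhibitors.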
Shiga toxin inh – inhibitors of Shiga toxin in Vero cells; Vero cells, Shiga toxin protein synthesis inhibition reporter; inhibition, % at 38.7 µM; 290,000 compounds, 9.2% hits; in the data active = inhibition mostly above about 28%, no sharp cut-off; inactive = mostly below about 43%; also: 0% is about no effect
An asterisk follows results filed as active; ? = inconclusive; . = not tested or not shown; & = joins results of further samples; [ ] = dose if it differs, or a comment. Unless noted, calls follow the shape of the dose curve; as a rule, active = well fitted curve in the direction sought with a large enough effect; inconclusive = small, poorly fitted or top-dose-only effect, or another doubt; inactive = no such curve, though single readings can be large; an effect the other way counts as inactive or inconclusive.

A first look:
SMILES	Pf growth 96h	Tb PYK inh	Shiga toxin inh	LmPK inh	Cycloheximide cs	AMA1-RON2 inh	Pf growth 48h
Cc1ccc(S(=O)(=O)N2CCCCC2)cc1C(=O)NCc1ccncc1	?	0%	-10	-3%	8	-5%	23%
CC1(C)S[C@@H]2[C@H](NC(=O)[C@H](N)c3ccccc3)C(=O)N2[C@H]1C(=O)OC1OC(=O)c2ccccc21 (some centres undefined)	11%	-2%	.	.	.	105%[activator]	11%

The listing, previewed entries included:
SMILES	Pf growth 96h	Tb PYK inh	Shiga toxin inh	LmPK inh	Cycloheximide cs	AMA1-RON2 inh	Pf growth 48h
Cc1ccc(S(=O)(=O)N2CCCCC2)cc1C(=O)NCc1ccncc1	?	0%	-10	-3%	8	-5%	23%
CC1(C)S[C@@H]2[C@H](NC(=O)[C@H](N)c3ccccc3)C(=O)N2[C@H]1C(=O)OC1OC(=O)c2ccccc21 (some centres undefined)	11%	-2%	.	.	.	105%[activator]	11%
CCOc1cc(C(=O)N/N=C(\C)Cc2ccc(OC)cc2)cc(OCC)c1OCC	12%	-5%	-18	-1%	-3	68%[activator]	18%
CC(=O)c1c(C)[nH]c(C(=O)OCC(=O)NCCc2ccc(Cl)cc2)c1C	?	4%	-23	-15%	-2	-2%	.
CCNC(=O)/C(C#N)=C/c1c(N2CCN(C)CC2)nc2c(C)cccn2c1=O	1%	1%	-5	0%	-3	9%	11%
COc1cc(/C=C2\SC(=S)N(CC(=O)Nc3cccnc3)C2=O)cc(OC)c1OC	-28%	-10%	-9	5%	-1	36%[activator]	11%
Cc1c(NC(=O)COC(=O)C(c2ccc(Cl)cc2)C(C)C)c(=O)n(-c2ccccc2)n1C (centres undefined)	?	5%	-5	2%	-1	-5%	.
O=C(NC(=S)NCc1cccnc1)c1ccccc1F	114%[activator]	1%	5	2%	7	-3%	-16%
Nc1ccc(S(=O)(=O)NNC(=O)C(=O)NNc2ccccn2)cc1	6%	-1%	-7	0%	-1	45%[activator]	-16%
C/C(=N/NC(=O)c1ccc2c(c1)OCCO2)c1ccc([N+](=O)[O-])cc1	43%[activator]	3%	21*	2%	15*	-11%	32%[activator]
CC(=O)Nc1ccc(S(=O)(=O)N(C)CC(=O)OC(C)C(=O)NC2CCCCC2)cc1 (centres undefined)	11%	0%	.	.	.	19%	-2%
Cc1cccc(NC(=O)c2sc3nc(-c4ccccc4)cn3c2C)n1	?	8%	66*	-21%	36*	-2%	?
COc1cccc(CNc2nc(-c3cccnc3)nc3ccccc23)c1	?	3%	-10	4%	-5	-5%	-10%
CCCCn1c(SCC(=O)NCc2ccc(OC)c(C(=O)O)c2)nc2cc(S(N)(=O)=O)ccc21	-4%	-11%	-4	3%	1	20%	-13%
O=C(Nc1cccc(-c2nc3ncccc3o2)c1)c1ccccc1	-7%	3%	-3	-3%	8	4%	?
O=C(COC(=O)c1cc(C(F)(F)F)cc(C(F)(F)F)c1)NCc1ccc(Cl)cc1	-11%	4%	-4	2%	-3	-6%	-14%
CCCCNC(=S)NCc1ccc2[nH]c3c(c2c1)CCCC3	10%	2%	19	8%[11.5 µM]	-1	-2%	16%
COCC(C)n1c(SCC(=O)NC(=O)NC2CCCC2)nc2ccccc2c1=O (centres undefined)	?	0%	.	.	.	11%	13µM*
CCCS(=O)(=O)N1CCN(C(=O)COc2ccc(OC)cc2)CC1	-101%	-30%	-10	0%	-3	-3%	-17%
CC(C)CCNC(=O)c1cc(-c2ccncc2)nc2ccc(S(=O)(=O)N3CCOCC3)cc12	-17%	-17%	2	-1%	1	-10%	0%
CN(CCOc1ccc(Cl)cc1)C(=O)c1cc(S(=O)(=O)N2CCOCC2)ccc1N1CCCC1	?	9%	.	.	.	-9%	?
CN(CC(=O)N1CCN(C2CCCCC2)CC1)S(=O)(=O)c1cccc2nsnc12	3%	-9%	4	2%	-3	15%	-16%
CCOc1ccc2[nH]c3c(N4CCN(C(=O)c5ccco5)CC4)ncnc3c2c1	12µM*	9%	-4	1%	0	-4%	?
Cc1ccc(C(=O)N(CC(=O)NC2CCCCC2)c2ccccc2C)s1	?	-4%	-13	8%	-1	-2%	-21%
Cc1ccc(OP(=O)(NCc2ccccc2)Oc2ccc(C)cc2)cc1	?	10%	-14	2%	-2	9%	?
CCc1cc(C(=O)O)c(NC(=O)/C=C/c2ccc(OC)cc2)s1	105%[activator]	-17%	37	-3%	32*	0%	78%[activator]
CC(=O)N1CCCc2cc(S(=O)(=O)NC(C(=O)NC3CCCCC3)C(C)C)ccc21 (centres undefined)	14%	3%	0	0%	9	8%	?
O=C(O)Cc1ccc(NC(=O)c2ccc3c(c2)C(=O)N(Cc2ccco2)C3=O)cc1	?	-9%	11	0%	25	-8%	14%
CCOC(=O)C1=C2c3cc(OC)c(OC)cc3CC(C)(C)N2C(=O)C1=O	?	0%	-9	-1%	-1	?	5%
O=C1c2ccccc2C(=O)N1c1ccc(Cl)cn1	?	7%	-5	-1%	-2	-24%	.
N#Cc1ccc(CN2CCN(C(=O)c3ccc(S(=O)(=O)NCc4ccco4)cc3)CC2)cc1	3.7µM*	1%	.	.	.	10%	?
CC(C)c1ccc(OC(=O)NCCO)cc1	.	-6%	44*	3%	15*	6%	25%
CC(=O)NC1C(=O)N=C(SCC(=O)Nc2ccc(C(F)(F)F)cc2Cl)NC1=O (centres undefined)	21%	5%	-20	5%	13	28%	-2%
COCCCNCCOCCOc1ccc(Cl)cc1C(C)(C)C	19%	19%	-7	-7%	-4	-16%	?
C/C(=N\O)c1ccc2c(c1)OCCO2	250%[activator]	3%	30	3%	11	8%	38%[activator]
COCCNC(=O)COC(=O)c1ccc(OCC(=O)Nc2ccccc2OC)c(OC)c1	14%	7%	18	2%	-4	0%	207%[activator]
Cc1cc(=O)oc(C)c1C(=O)OCC(=O)c1ccc(Cl)c(Cl)c1	31%[activator]	4%	11	0%	-2	5%	.
CCCn1c(N)c(C(=O)COC(=O)CCNS(=O)(=O)c2ccccc2F)c(=O)[nH]c1=O	10%	3%	.	.	.	-10%	0%
O=C(CN(c1ccc(Cl)c(Cl)c1)S(=O)(=O)c1ccccc1)N1CCc2ccccc2C1	105%[activator]	3%	-2	2%	-2	-3%	?
COc1ccc(CN(C(=O)c2cc3ccccc3oc2=O)C2CCS(=O)(=O)C2)cc1 (centres undefined)	17%	3%&4%	62*	-1%	32*	-5%	-11%
CC1CCC2(CC1)NC(=O)N(CC(=O)Nc1cccc(C#N)c1)C2=O (centres undefined)	27%	-11%	.	.	.	12%	2%
Nc1nnc(C(F)(F)F)s1	11%	2%	-23	-5%	3	9%	-2%
COCCN(C(=O)CCC(=O)Nc1cc(C)on1)C(C(=O)NC(C)(C)C)c1ccc(OC)cc1 (centres undefined)	-6%	-19%	3	4%	-4	-10%	-1%
Cc1cccc(NC(=O)CN(C)C(=O)C2CC2)c1C	4%	-17%	.	.	.	8%[11.6 µM]	-1%
CN(Cc1ccccc1)c1nc(N)nc(Cl)c1C=O	?	-11%	20	-7%	-9	38%[activator]	?
CC(C)c1ccccc1NS(=O)(=O)N(C)C	0%	7%	-15	-1%	-2	8%	9%
CCOc1ccc(CNS(=O)(=O)c2ccc(-c3ccc(=O)[nH]n3)o2)cc1OC	?	-10%	-4	0%	-1	2%	?
Cc1cc(C(=O)NC2=NCCS2)c2ccccc2n1	1%	0%	30	7%	7	-3%	-9%
S=C(NCc1ccco1)N1CCC(c2nc3ccccc3o2)CC1	-15%	-5%	-7	-3%	-2	-3%	4%
O=C(COC(=O)Cc1ccsc1)NCC1CCCCC1	20%	-6%	-9	0%	-5	1%	.
CC(C)C(=O)Nc1ccc(NC(=O)c2cccnc2)cn1	122%[activator]	3%	30	0%	8	0%	53%[activator]
COc1ccc(NC(=O)N2CCCCCC2)c(OC)c1	162%[activator]	1%	29	-4%	8	0%	6%
CCN1CCN(C(=O)c2cc(=O)c3cc(C)ccc3o2)CC1	0%	8%	-3	4%	-1	66%[activator]	-4%
C/C=N/N(c1ccccc1)c1ccccc1	51%[activator]	0%	-6	0%	-6	16%	10µM*
O=C(NCCc1ccccc1)c1cnc2sccn2c1=O	146%[activator]	-2%	93*	4%	43*	14%	133%[activator]
CCOC(=O)C1=C(C)N=C2SC(C(=O)OC)=CC(=O)N2C1c1ccc(F)cc1 (centres undefined)	?	1%	15	6%	-4	20%	?

More records.
SMILES	Pf growth 96h	Tb PYK inh	Shiga toxin inh	LmPK inh	Cycloheximide cs	AMA1-RON2 inh	Pf growth 48h
COc1ccc(C[C@H]2CN3C(=NC[C@@H]3C(C)C)N2C[C@H](C)NC(=O)c2ccc(C)c(Br)c2)cc1	2.9µM*	-18%	-15	1%	1	-6%	?
CCC1=NN(C(=O)Cc2ccc([N+](=O)[O-])cc2)C(O)(C(F)(F)F)C1 (centres undefined)	?	-1%	-4	2%	0	36%[activator]	6%
CCOC1=C/C(=C/c2c(N)n3nc(CC(=O)N4CCCC4)sc3nc2=O)C=CC1=O	8%	0%	-8	15%	-6	2%	10%
Cc1cc(S(=O)(=O)N2CCOCC2)ccc1OCC(=O)N1CCC(C(N)=O)CC1	33%[activator]	-2%	2	4%	-6	-4%	31%[activator]
CCOCCn1c(SC)nc2c1c(=O)[nH]c(=O)n2C	.	-1%	-3	-3%	-2	6%	14%
CCCCNC(=O)c1onc(CSc2cc(C)ccc2C)c1C(=O)O	0%	0%	-32	1%	-2	-5%	-5%
c1ccc(CNC23CC4CC(CC(C4)C2)C3)nc1	-1%	4%	-11	1%	1	-20%	-19%
Cc1cc(Cl)c(S(=O)(=O)N2CCSCC2)cc1OCC(N)=O	.	-3%	-16	0%	-3	-12%	-14%
CN(CC(=O)Nc1ccc(F)cc1)C(=O)CN1C(=O)NC2(CCCC2)C1=O	12%	6%	.	.	.	-12%	6%
CC1Cc2ccccc2N1C(=O)c1cc2sccc2n1Cc1ccc(F)cc1 (centres undefined)	?	2%	26	2%	6	-6%	12µM*
CS(=O)(=O)N(CC(=O)Nc1ccc(CC#N)cc1)c1ccc(C23CC4CC(CC(C4)C2)C3)cc1	?	-7%	77*	0%	22*	6%	10µM*
CCc1ccc(N2C(=O)C3C4CCC(C4=C(C)C)C3C2=O)cc1 (centres undefined)	?	-1%	-7	8%	-3	4%	?
Cc1ccccc1S(=O)(=O)Nc1nc2ccccc2nc1NCCO	5%	3%	-11	2%	6	-3%	.
CC1(C)NC(=O)N(CC(O)COc2ccc(-c3ccc(C#N)cc3)cc2)C1=O (centres undefined)	?	6%	-12	-2%	-3	3%	13%
Cc1cc(=O)oc2cc(OCC(=O)NCCN3CCOCC3)ccc12	-1%	-3%	-5	7%	-3	1%	6%
CC(=O)Nc1c(C)ccc(CNC(=O)COc2ccc(F)cc2)c1C	56%[activator]	2%	-8	-3%	-2	3%	11%[5.75 µM]
